# Compound activity deposited in PubChem by National Center for Advancing Translational Sciences (NCATS).
# GAA glycogen: alters human alpha-glucosidase cleavage of glycogen; recombinant GAA, glycogen substrate, Amplex Red glucose oxidase fluorescence; Potency, µM (doses to about 76.4 µM), for inactives: top-dose activity change, negative = inhibition, hits mostly inhibitors; 300,000 compounds, 0.38% hits; AID 2100; active means well fitted inhibition curve with a large enough effect; inconclusive means small, poorly fitted or top-dose-only effect, or another doubt; inactive means no such curve, though single readings can be large or run the other way;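 further: 0% = full enzyme reaction and -100% = no-enzyme basal signal; the screen sought inhibitors and activators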
#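 Recombinant human alpha-glucosidase (4 nM final) hydrolysed bovine liver glycogen (30 ug) for 40 min at 37 C in pH 5.0 citrate/phosphate with 0.01% Tween-20. Released glucose detected by glucose oxidase/Amplex Red, Ex 573/Em 610 nm. Compounds up to 77 uM; AC50 from Hill fits.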
# The depositor's hits bear a star; ? = inconclusive; & = joins results of further samples; [ ] = remark or other dose. Potency means the concentration at half of the fitted maximal effect. Only part of the results is shown (hit frequency here may not be typical).
SMILES	GAA glycogen
Cc1ccc(N(C(=O)c2ccco2)C(C(=O)NC2CCCC2)c2cccnc2)cc1C (configuration not stated)	-5.5%
CC(C)CC(NC(=O)C1CCCCC1)C(=O)NC(C)c1ccccc1 (configuration not stated)	-2.4%
CCN1CCN(S(=O)(=O)c2cc3c(cc2Cl)NC(=O)CO3)CC1	-4.4%[76.3 µM]
COc1ccc(C(=O)Nc2ccccc2C(=O)Nc2ccc(C(=O)O)cc2)cc1	-2.1%[76.3 µM]
CSc1ccc(CN2CCC(n3nccc3NC(=O)C3CCOC3)CC2)cc1 (configuration not stated)	-2.4%[76.3 µM]
O=C(COc1ccccc1)Nc1cc(NC(=O)COc2ccccc2)cc(C(=O)O)c1	0.7%[76.3 µM]
O=C(O)CCC(=O)Nc1cccc(-c2nnc(-c3ccccc3)o2)c1	-0.4%[76.3 µM]
CCn1c(SCC(=O)Nc2ccc3c(c2)OCCO3)nnc1C1CC1	-0.1%
CCc1ccc(NC(=O)CSc2ccc3nnc(CCNS(=O)(=O)c4ccc(OC)cc4)n3n2)cc1	15.2%[76.3 µM]
O=C(Nc1n[nH]c(=S)s1)c1ccco1	?
Cc1cccc(C)c1NC(=O)c1c(O)c2ccccc2[nH]c1=O	-2.4%[76.3 µM]
Cc1oc2c(c(C)cc3oc(=O)c(CC(=O)N[C@@H](CC(C)C)C(=O)O)c(C)c32)c1C	-2.8%
CCOc1ccccc1NC(=O)NCc1ccc2c(c1)OCO2	-12.6%[76.3 µM]
O=C(NCCNC(=O)c1cnccn1)c1ccc(Cl)c(Cl)c1	3.5%
CCOc1cc(C(C(=O)NCC2CCCO2)N(C(=O)Cn2nnc3ccccc32)c2ccc(NC(C)=O)cc2)ccc1O (configuration not stated)	-15.3%
C#CCOc1ccccc1/C=N/NC(=O)c1ccccc1OCc1ccccc1	-10.3%[76.3 µM]
O=C(Cc1ccccc1[N+](=O)[O-])Nc1ccc(S(=O)(=O)N2CCCC2)cc1	-5.5%[76.3 µM]
CCC1CCCCN1CCCNC(=O)C1CCN(Cc2nc(-c3ccc(Cl)cc3)oc2C)CC1 (configuration not stated)	4.6%[76.3 µM]
O=C(O)c1ccc(CNS(=O)(=O)c2ccc(Oc3ccccc3Cl)cc2)cc1	-13.3%[76.3 µM]
O=C(NCCc1ccc(Cl)cc1)c1ccc(CS(=O)Cc2ccccc2Cl)o1 (configuration not stated)	6.4%[76.3 µM]
CCOC(=O)CCc1c(C)nc2c(c(C)nn2-c2ccccc2)c1C	4.5%
CC(C)(C)SC(=O)CC1NS(=O)(=O)OC2CCCCC12 (configuration not stated)	13.5%[76.3 µM]
Cc1cnc(CN(C)Cc2c(C(=O)N3CCCCCCC3)nc3ccc(Cl)cn23)[nH]1	3.7%[76.3 µM]
CCCC1(c2ccccc2)NC(=O)N(CC(=O)Nc2ccccc2C(F)(F)F)C1=O (configuration not stated)	3.1%
O=C(c1ccc2ccccc2c1)N1CCCC1	-7.3%[76.3 µM]
Cc1ccc(S(=O)(=O)CCN2CCN(c3ccccc3)CC2)cc1	-1.9%
O=C1C(=O)N(CCN2CCOCC2)C(c2cccc(Cl)c2)/C1=C(\O)c1ccc2c(c1)OCCO2 (configuration not stated)	9.0%[76.3 µM]
CN(Cc1ccccc1)c1ccc(C(CC(N)=O)NC(=O)Cc2cccc3ccccc23)cc1[N+](=O)[O-] (configuration not stated)	1.3%[76.3 µM]
CC(C)c1ccc(NC(=O)CCCc2nc(-c3ccc(Cl)cc3)no2)cc1	12.9%[76.3 µM]
CCOc1ccc(NC(=O)c2ccc(-c3csc(C)n3)cc2)cc1	-7.6%[76.3 µM]
Cc1ccc(S(=O)(=O)N(CCCN(C)C)Cc2ccc3c(c2)OCO3)cc1	9.8%
COc1ccccc1CNC(=O)CCS(=O)(=O)c1ccc2c(c1)CC(C)N2C(=O)C1CC1 (configuration not stated)	3.2%[76.3 µM]
N#CCS(=O)(=O)c1ccccc1	-9.6%[76.3 µM]
COc1ccccc1C(=O)Nc1cc(C)ccc1NC(=O)c1ccco1	-2.2%[76.3 µM]
COc1ccc(NS(=O)(=O)c2ccc(F)c(Cl)c2)cn1	3.2%
C/C(=N\NC(=O)c1ccn(C)n1)c1ccco1	-0.2%
Cc1noc(C)c1CSCC(=O)Nc1cc(Cl)ccc1N1CCOCC1	-2.8%[76.3 µM]
CCC(=O)N/C(=N/c1nc(C)cc(C)n1)Nc1ccc(C)cc1	2.2%
COc1cccc(NC(=O)Nc2nc(SC)ns2)c1	1.8%[76.3 µM]
CCOC(=O)C1CCN(C(=O)C2CCCN(S(=O)(=O)c3ccc(OC)c(Cl)c3)C2)CC1 (configuration not stated)	1.8%[76.3 µM]
O=C(N/N=C/c1ccoc1)c1ccccc1Br	-9.5%[76.3 µM]
Cc1ccc(S(=O)(=O)CC(=O)Nc2ncc([N+](=O)[O-])s2)cc1	-12.8%
O=C(O)C1C2CCC(C2)C1C(=O)Nc1cccc([N+](=O)[O-])c1 (configuration not stated)	-4.7%
Cc1cc(C)c(S(=O)(=O)c2cc(F)ccc2C)c(=O)[nH]1	3.8%
OCC[C@@H]1C[C@H](O)[C@@H](O)[C@@]2(OCCc3ccccc32)O1	19.5%[76.3 µM]
COc1ccc(CCN(C)Cc2c(O)ccc3ccccc23)cc1OC	2.7%
O=C(CCc1nnc2ccc(N3CCCC3)nn12)Nc1ccc(F)c(F)c1	3.5%[76.3 µM]
Cc1cc2c(cc3c(SCc4cccc(F)c4)nnc(C)n32)o1	-13.7%[76.3 µM]
O=C(NNC(=S)NC(=O)c1cccc([N+](=O)[O-])c1)c1ccc(Br)cc1	-17.5%
COc1cccc(/C=C/C(=O)Nc2ccc(C(=O)Nc3cccc(S(N)(=O)=O)c3)cc2)c1OC	2.6%
COc1ccc(-n2cnc3ccccc3c2=O)c([N+](=O)[O-])c1	-8.0%[76.3 µM]
COc1ccccc1CN(C)C(=O)c1ccc(COc2ccccc2)cc1	-3.6%
Cc1ccc2c(c1)N(S(=O)(=O)c1ccc(CN3C(=O)c4cccnc4C3=O)s1)CCO2	-7.2%[76.3 µM]
CC(NC(=O)c1ccc(Cn2c(SCc3ccccc3)nc3cccnc32)cc1)c1ccccc1 (configuration not stated)	17.7%[76.3 µM]
Cc1ccc(N=Nc2c(C)[nH]n(-c3ccccc3)c2=O)cc1Br	-8.4%[76.3 µM]
COc1ccccc1-c1noc(-c2ccc(NCc3cccnc3)c([N+](=O)[O-])c2)n1	15.3%[76.3 µM]
COC(=O)CCC(NS(=O)(=O)OCC(Cl)(Cl)Cl)c1ccccc1 (configuration not stated)	-22.4%[76.3 µM]
Cc1ccc(CNC(=O)C2CCN(S(=O)(=O)c3ccc4c(c3)CC(C)N4C(=O)C3CC3)CC2)cc1 (configuration not stated)	-14.6%[76.3 µM]
CC1(C)CC(=O)c2c(O)cc(OCC(=O)Nc3ccc(CCO)cc3)cc2O1	12.3%[76.3 µM]
CCn1c(CN2CCC(C)CC2)nc2cc(NC(=O)COc3ccc([N+](=O)[O-])cc3)ccc21	-7.1%[76.3 µM]

# Going on with the list:
SMILES	GAA glycogen
O=C(O)CCC(=O)N(Cc1ccccc1)Cc1ccccc1	-2.4%[76.3 µM]
CC1=CN2C(=NC(=O)CC2(C)C(=O)N(CC(=O)NC2CCCC2)Cc2ccccc2)C=C1 (configuration not stated)	-17.5%
Cc1cc2c(cc1S(=O)(=O)N1CCCCC1)OCC(=O)N2	1.2%&-3.5%[76.3 µM]
CCC(C)NC(=O)CNC(=O)c1nn(-c2ccc(OC)cc2OC)c(=O)c2ccccc12 (configuration not stated)	-2.3%
CCOC(=O)C1CCN(C(=O)CCNS(=O)(=O)c2ccc3c(c2)CCN3C(=O)CC)CC1	-2.8%[76.3 µM]
COc1ccc(NC(=O)CC2Oc3ccccc3NC2=O)c(OC)c1 (configuration not stated)	-11.0%
Cc1ccc(C)c(CN2CCSCC2)c1	3.0%[76.3 µM]
O=C(C1=C(O)C(=O)N(CCN2CCOCC2)C1c1ccc([N+](=O)[O-])cc1)c1cc2ccccc2o1 (configuration not stated)	-17.0%[76.3 µM]
COc1ccc(S(=O)(=O)c2ccccc2)cc1NC(=O)c1c(F)cccc1F	1.6%
CCc1c(C)sc(NC(=O)C2CC(c3c(F)cccc3Cl)=NO2)c1C#N (configuration not stated)	-3.4%[76.3 µM]
O=C(NCCc1ccccc1)C1CCN(c2ncnc3c2nc2n3CCCCC2)CC1	16.5%[76.3 µM]
Cc1ccc(C(OC(=O)c2ccco2)C(=O)NC(C)(C)C)cc1 (configuration not stated)	9.1%[76.3 µM]

# Copied from the list:
# Result of Cc1ccc(C(OC(=O)c2ccco2)C(=O)NC(C)(C)C)cc1 (configuration not stated) under GAA glycogen: 9.1%[76.3 µM]
# Result of Cc1cc2c(cc1S(=O)(=O)N1CCCCC1)OCC(=O)N2 under GAA glycogen: 1.2%&-3.5%[76.3 µM]
# Result of Cc1ccc(C)c(CN2CCSCC2)c1 under GAA glycogen: 3.0%[76.3 µM]

# Later entries:
SMILES	GAA glycogen
Cc1nc(NC(=O)c2ccccc2)sc1C	10.8%[76.3 µM]
CC1(C)NC(=O)N(CC(O)CN(c2ccccc2)S(=O)(=O)c2ccc([N+](=O)[O-])cc2)C1=O (configuration not stated)	8.3%[76.3 µM]
Cn1c(-c2ccc(F)cc2)cnc1NCc1ccc(F)cc1F	?
CCc1ccc(C(O)(CC)C(CN2CCOCC2)c2ccccc2)cc1 (configuration not stated)	-7.2%
O=C(Nc1cccc(Cl)c1)Nc1ccon1	0.1%[76.3 µM]
Cc1ccc(Cl)cc1N1CCN(C(=O)C2CCC(=O)N(C3CCCCCC3)C2)CC1 (configuration not stated)	10.7%[76.3 µM]
Cc1c(C(=O)NCCN(C)C)oc2ccc(S(=O)(=O)N3CCC4(CC3)OCCO4)cc12	-10.5%
CC(=O)c1ccc(OCCCC(=O)NC2CCCCC2C)cc1 (configuration not stated)	2.5%[76.3 µM]
CS(=O)(=O)c1nc(S(=O)(=O)c2ccc(Cl)cc2)c(NCCCN2CCOCC2)s1	-3.2%[76.3 µM]
Cc1ccccc1C(=O)NCCNC(=O)c1ccccn1	2.6%
Cc1cc(NC(=O)CCC(=O)N(CCC(C)C)C(C(=O)NC2CCCC2)c2ccccc2C)no1 (configuration not stated)	-4.0%
COc1ccc(C2CC(c3ccccc3)=NN2C(=O)c2ccc(F)cc2)cc1 (configuration not stated)	-2.7%

# By substructure, the entries above containing two or more sulfur atoms.
SMILES	GAA glycogen
CCc1ccc(NC(=O)CSc2ccc3nnc(CCNS(=O)(=O)c4ccc(OC)cc4)n3n2)cc1	15.2%[76.3 µM]
O=C(Nc1n[nH]c(=S)s1)c1ccco1	?
CC(C)(C)SC(=O)CC1NS(=O)(=O)OC2CCCCC12 (configuration not stated)	13.5%[76.3 µM]
COc1cccc(NC(=O)Nc2nc(SC)ns2)c1	1.8%[76.3 µM]
Cc1ccc(S(=O)(=O)CC(=O)Nc2ncc([N+](=O)[O-])s2)cc1	-12.8%
Cc1ccc2c(c1)N(S(=O)(=O)c1ccc(CN3C(=O)c4cccnc4C3=O)s1)CCO2	-7.2%[76.3 µM]
CS(=O)(=O)c1nc(S(=O)(=O)c2ccc(Cl)cc2)c(NCCCN2CCOCC2)s1	-3.2%[76.3 µM]

# (more compounds)
SMILES	GAA glycogen
CN(C)c1ccc(NC(=O)Cn2cc(S(=O)(=O)Cc3cccc(Cl)c3)c3ccccc32)cc1	-3.4%[76.3 µM]
Cc1cc(S(=O)(=O)N2CCOCC2)ccc1OCC(=O)NCCCn1ccnc1	11.6%
CCOC(=O)Nc1ccc2c(c1)N(C(=O)CNC)c1ccccc1CC2	-2.6%[76.3 µM]
O=C(/C=C/c1cccc([N+](=O)[O-])c1)N1CCN(c2ccccn2)CC1	2.3%[76.3 µM]
CC(C)CCNC(=O)C1CCN(S(=O)(=O)c2ccc3c(c2)CC(C)N3C(=O)C2CCC2)CC1 (configuration not stated)	7.3%[76.3 µM]
O=C(CCCN1C(=O)/C(=C/c2ccccc2Cl)SC1=S)N1CCOCC1	3.8%[76.3 µM]
CC(=O)Nc1cccc(C(=O)NC(C)c2ccc(-n3ccnc3)cc2)c1 (configuration not stated)	7.7%
Cc1ccc([N+](=O)[O-])c(NC(=O)COC(=O)C2CC3CCCC(C2)C3=O)c1C (configuration not stated)	-1.1%[76.3 µM]
O=[N+]([O-])c1ccc(NC(=S)N2CCc3ccccc32)cc1	-28.0%[76.3 µM]
CCOC(=O)c1sc(NC(=O)CSc2nc3cccnc3n2C)nc1C	3.9%
Cc1c(C(=O)Nc2c3c(nn2C(C)(C)C)CS(=O)(=O)C3)cccc1[N+](=O)[O-]	-1.8%[76.3 µM]
Cc1ccc(C(=O)N2CCN(S(=O)(=O)N3CCCCCC3)CC2)cc1	1.0%
COc1ccc(/C=C2/SC(=O)N(CCC(=O)Nc3ccccc3C(=O)O)C2=S)cc1	-1.8%[76.3 µM]
Cc1ccc(C(C)C)c(OCC(=O)NC(=S)Nc2ccccc2N2CCOCC2)c1	-2.5%[76.3 µM]
CC(=O)c1ccc(N2CCN(C(=O)C3CCN(S(=O)(=O)c4ccc5c(c4)CC(C)N5C(C)=O)CC3)CC2)cc1 (configuration not stated)	-20.3%[76.3 µM]
Cc1cc(S(=O)(=O)Nc2c(NC3CCCCC3)c3ccccc3oc2=O)ccc1F	-5.9%[76.3 µM]
CC(C)CC(=O)Nc1c2c(nn1-c1ccc(F)cc1)CS(=O)(=O)C2	2.8%
